hIAP inh: blocks human intestinal alkaline phosphatase; purified IAP, CDP-Star luminescence, 30 min; inhibition, % at 10 µM; hit rate 0.12% among 330,000; AID 2544;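 active = inhibition reaching a set limit with compound at 10 µM in the primary screen, cut at about 35% in these data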;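 also: plate controls were DMSO wells with enzyme for no effect and no-enzyme buffer wells for full effect; values of inactives mirror those of a sister screen read the other way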
APOBEC3G inh: blocks human APOBEC3G single-stranded DNA deamination; Q9HC16; inhibition, % at 20 µM; hit rate 0.28% among 330,000; recombinant A3G, ssDNA deamination FAM/TAMRA fluorescence;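 active = inhibition of at least 40% at 20 µM, with no more than 30% in the related APOBEC3A deaminase screen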;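 also: plate controls were DMSO wells with A3G for no effect and wells lacking A3G enzyme for full effect; some compounds called inactive have numbers as strong as hits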
Target sequence (Q9HC16 whole entry, looked up): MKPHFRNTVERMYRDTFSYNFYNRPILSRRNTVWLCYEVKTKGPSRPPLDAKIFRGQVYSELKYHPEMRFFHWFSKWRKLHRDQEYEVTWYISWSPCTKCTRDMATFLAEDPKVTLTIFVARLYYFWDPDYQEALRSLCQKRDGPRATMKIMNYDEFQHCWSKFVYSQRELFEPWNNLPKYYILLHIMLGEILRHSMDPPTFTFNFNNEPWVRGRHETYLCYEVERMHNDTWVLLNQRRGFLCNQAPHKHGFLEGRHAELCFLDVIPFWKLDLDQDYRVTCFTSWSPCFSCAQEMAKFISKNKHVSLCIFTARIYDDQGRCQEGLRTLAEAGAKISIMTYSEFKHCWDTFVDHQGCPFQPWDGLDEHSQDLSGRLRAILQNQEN
MPTP block: permeability transition pore inhibition. inhibition, % at 10 µM. hit rate 1.4% among 360,000. isolated mouse mitochondria, Ca2+ swelling absorbance, 30 min;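 active = inhibition of 50% or more, scaled per plate between neutral and stimulator controls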;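 also: 0% = DMSO wells given calcium and 100% = 1 mM EGTA wells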
mIAP inh: mouse IAP inhibition; inhibition, % at 10 µM; purified mouse IAP, CDP-Star luminescence, 30 min; hit rate 0.2% among 330,000; AID 2806;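 active = inhibition of at least 40% at 10 µM in the primary screen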;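 also: plate controls were DMSO with enzyme for no effect and no enzyme wells for full effect; values of inactives mirror those of a sister screen read the other way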
MIN6 prolif: inducers of beta-cell replication in MIN6 cells. hit rate 0.29% among 330,000. MIN6 cells proliferation, ATPlite luminescence, 48 h; cells starved in 0.2% serum; 100% = growth in 10% serum. proliferation, % at 10 µM. AID 2380;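 active = compounds whose signal lies at least 3.5 SD above the mean of all wells on their plate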;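 also: 0% = DMSO-treated cells in low-serum medium and 100% = 10% serum control; some compounds called inactive have numbers as strong as hits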
hIAP activ: human IAP activation | AID 2524 | activation factor at 10 µM | purified human IAP, CDP-Star luminescence, 30 min; active compounds read high; 1 = vehicle-only enzyme, 0 = enzyme-free background | hit rate 0.16% among 330,000;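 active = activation factor of the enzyme at least 2-fold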; also: the source names both 10 and 20 µM as test concentration; values of inactives mirror those of a sister screen read the other way
ATG4B inhibitor: blocks human ATG4B protease cleavage of LC3 substrate; Q9Y4P1; ATG4B cleavage of LC3-PLA2, NBD-HPC fluorescence, 1 h; hit rate 0.51% among 340,000; AID 504462; inhibition, % at 8.33 µM; in the data active = inhibition above about 40%
Target sequence (Q9Y4P1 whole entry, looked up): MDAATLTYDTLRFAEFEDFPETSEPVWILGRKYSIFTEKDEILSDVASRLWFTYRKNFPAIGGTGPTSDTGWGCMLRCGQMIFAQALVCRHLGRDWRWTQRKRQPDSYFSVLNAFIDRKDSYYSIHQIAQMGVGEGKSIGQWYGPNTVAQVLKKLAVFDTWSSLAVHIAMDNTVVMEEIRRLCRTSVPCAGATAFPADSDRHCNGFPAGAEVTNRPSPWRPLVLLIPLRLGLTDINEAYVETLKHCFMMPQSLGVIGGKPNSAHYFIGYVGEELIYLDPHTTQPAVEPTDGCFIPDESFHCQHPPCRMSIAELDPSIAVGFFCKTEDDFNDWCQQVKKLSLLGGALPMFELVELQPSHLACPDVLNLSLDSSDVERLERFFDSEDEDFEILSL
mIAP act: increases mouse intestinal alkaline phosphatase activity | activation factor at 10 µM | muIAP, CDP-Star luminescence, 30 min; active compounds read high; 1 = vehicle-only enzyme signal, 0 = enzyme-free wells | hit rate 0.24% among 330,000;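 active = activation factor of at least 2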; also: the source names both 10 and 20 µM as test concentration; values of inactives mirror those of a sister screen read the other way
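Assay system: mouse IAP enzyme / Compound: DMSO-dissolved test compounds / Timing: 30 min, room temperature / Measured by: luminescence from enzymatic CDP-Star hydrolysis / Control set: DMSO-only wells, enzyme-free buffer wells as negative control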
APOBEC3A inh: blocks human APOBEC3A ssDNA deamination | recombinant A3A, FAM/TAMRA ssDNA deamination fluorescence | inhibition, % at 20 µM | hit rate 0.41% among 330,000;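 active = at least 40% inhibition at 20 µM here, with at most 30% in a related deaminase screen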;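 also: plate controls were A3A with DMSO for no effect and wells lacking A3A enzyme for full effect; some results filed as inactive read as strong as hits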
Target sequence (P31941 whole entry, looked up): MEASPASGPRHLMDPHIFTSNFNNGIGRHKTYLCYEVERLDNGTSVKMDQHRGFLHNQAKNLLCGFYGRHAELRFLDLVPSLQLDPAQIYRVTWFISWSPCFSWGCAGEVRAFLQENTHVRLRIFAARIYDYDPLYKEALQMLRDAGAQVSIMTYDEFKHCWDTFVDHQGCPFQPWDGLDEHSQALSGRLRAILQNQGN
* = called active by the depositor.

SMILES	hIAP inh	APOBEC3G inh	MPTP block	mIAP inh	MIN6 prolif	hIAP activ	ATG4B inhibitor	mIAP act	APOBEC3A inh
CN1CCN(C(=O)CCn2c(=O)c3cccn3c3cccnc32)CC1	-10	0	0.0	7	-2	1.1	7	0.93	1
Cc1cc(C)cc(C(=O)Nc2ccc(NC(=O)c3cccs3)cc2)c1	5	-4	0.2	12	-2	0.95	-3	0.88	-2
COc1ccccc1NCc1cc(=O)oc2c(C)c(O)ccc12	-2	-4	0.3	4	-4	1	-10	0.96	-2
CC(C)Cn1c(N)c(C(=O)COC(=O)c2ccc3c(c2)OCCO3)c(=O)n(C)c1=O	6	3	7.9	-6	-1	0.94	-23	1.1	7
CCOC(=O)c1c(C)[nH]c(C(=O)OCC(=O)N(CC(C)C)c2c(N)n(Cc3ccccc3)c(=O)[nH]c2=O)c1C	2	-4	-0.8	0	0	0.98	-14	1	19
Cc1cccc(N(CC(=O)Nc2cccnc2)S(C)(=O)=O)c1	10	1	0.3	1	6	0.9	5	0.99	8
O=C(CSc1nc2ccccc2o1)N1CCN(S(=O)(=O)c2ccc3ccccc3c2)CC1	1	-10	0.6	-6	-5	0.99	-7	1.1	-2
O=[N+]([O-])c1ccc(Cl)c(/C=N/n2c(COc3ccccc3)n[nH]c2=S)c1	-13	3	5.0	18	-3	1.1	18	0.82	-4
Cn1c(SCC(=O)c2ccccc2)nnc1-c1ccc(O)cc1	-3	-5	3.2	-4	-1	1	-3	1	-2
CC(=O)c1c(C)n(CC(=O)NCc2ccc3c(c2)OCO3)c2ccccc12	1	-5	2.4	-11	-2	0.99	-1	1.1	-3
Cc1cccc(N2CCN(C(=O)CCS(=O)(=O)c3ccc4c(c3)NC(=O)C(C)S4)CC2)c1C (configuration not stated)	-12	-6	6.4	-4	-7	1.1	-3	1	-3
O=C(/C=C/c1ccc2c(c1)OCO2)N1CCN(c2ccc(Cl)cc2)CC1	5	-4	0.7	-4	0	0.95	5	1	1
CS(=O)(=O)c1sc(C(=O)NC(=O)Nc2cccc(C(F)(F)F)c2)c2c1C=CCC2	2	-2	4.6	-5	6	0.98	4	1	0
O=c1c2cnn(-c3ccccc3Cl)c2ncn1Cc1cccnc1	-13	-6	-0.7	-4	-1	1.1	6	1	-12
COc1ccc2nc(NC(=O)NC3CCCCC3)sc2c1	5	1	3.5	-20	4	0.95	14	1.2	4

One compound at a time, from the list above. Screens in order: hIAP inh | APOBEC3G inh | MPTP block | mIAP inh | MIN6 prolif | hIAP activ | ATG4B inhibitor | mIAP act | APOBEC3A inh
`CS(=O)(=O)c1sc(C(=O)NC(=O)Nc2cccc(C(F)(F)F)c2)c2c1C=CCC2` in the list: 2 | -2 | 4.6 | -5 | 6 | 0.98 | 4 | 1 | 0
`O=c1c2cnn(-c3ccccc3Cl)c2ncn1Cc1cccnc1` in the list: -13 | -6 | -0.7 | -4 | -1 | 1.1 | 6 | 1 | -12
`CC(=O)c1c(C)n(CC(=O)NCc2ccc3c(c2)OCO3)c2ccccc12` in the list: 1 | -5 | 2.4 | -11 | -2 | 0.99 | -1 | 1.1 | -3
`CN1CCN(C(=O)CCn2c(=O)c3cccn3c3cccnc32)CC1` in the list: -10 | 0 | 0.0 | 7 | -2 | 1.1 | 7 | 0.93 | 1

The list goes on.
SMILES	hIAP inh	APOBEC3G inh	MPTP block	mIAP inh	MIN6 prolif	hIAP activ	ATG4B inhibitor	mIAP act	APOBEC3A inh
Cc1ccc(C(=O)Nc2cccnc2)cc1NC(=O)c1ccco1	-3	-3	-0.7	4	-4	1	-15	0.96	-2
COC(=O)/C(=C\Nc1ccc(Oc2ccc(F)cc2F)nc1)NC(=O)c1ccccc1	-2	-4	1.5	2	0	1	-2	0.98	-2
CCOC1=NC(C(=O)O)c2ccccc2/C(=C(/C)Cl)N1 (configuration not stated)	4	-7	-7.2	8	0	0.96	2	0.92	-3
C=CCN1C(=O)C2C(C(=O)NC)C3C=CC2(O3)C1C(=O)NCc1ccc(OC)cc1 (configuration not stated)	1	-2	-2.4	7	-2	0.99	-4	0.93	-1
Cc1cccc(C)c1Nc1nnc(SCC(=O)c2ccc3c(c2)NC(=O)CO3)s1	-2	-5	1.5	13	0	1	-12	0.87	2
Cc1ccc(CNC(=O)COc2ccc(S(=O)(=O)NC(C)C)cc2)cc1	-11	-5	-0.1	-21	-4	1.1	-5	1.2	-8
O=C(CCc1nc2ccccc2c(=O)[nH]1)NCc1cccc(Cl)c1	-22	-2	0.2	-6	0	1.2	-14	1.1	3
CCCCN1C(=O)NC2NC(=O)NC21 (configuration not stated)	8	2	-0.8	1	4	0.93	-12	0.99	-4
COc1cc(/C=C(/C#N)C(=O)NCc2ccccc2)cc(OC)c1OC	-17	0	0.8	-7	0	1.2	2	1.1	0
CN(C)c1ncc([N+](=O)[O-])cc1C(F)(F)F	-4	-6	0.5	-13	-3	1	-10	1.1	-4
Cc1ccc(-n2cnc3scc(-c4cccs4)c3c2=O)cc1	-8	-5	-1.9	14	4	1.1	-4	0.86	-11
O=C(N/N=C/c1ccc2c(c1)OCO2)C1CC1	-10	-4	-0.3	-1	2	1.1	3	1	-5
O=C(CNS(=O)(=O)c1ccccc1)NCc1ccccn1	-8	-7	-1.6	-2	0	1.1	-2	1	-3
O=C(CC1Sc2ccccc2NC1=O)Nc1cccc(-c2nnc3n2CCCCC3)c1 (configuration not stated)	0	-2	0.2	-13	-1	1	-8	1.1	0
CCc1nc2nc(C)c(NS(=O)(=O)c3ccc(Cl)s3)c(=O)n2[nH]1	1	-10	0.0	6	0	0.99	0	0.94	-2
CC1(C)CC(O)(CNCc2ccc3c(c2)OCO3)CCO1 (configuration not stated)	-16	-6	-1.3	0	-2	1.2	-17	1	-4
CCCCNC(=O)c1c(CSc2ccccc2)noc1C(=O)NCc1ccccc1	-14	-6	0.6	5	-6	1.1	8	0.95	2
COc1ccc(C(=O)NC(=S)N(C)Cc2ccccc2)cc1Br	-4	-8	0.9	8	-4	1	-11	0.92	-3
COc1ccccc1NS(=O)(=O)c1cc(NC(=O)c2[nH]c(C)c(C(C)=O)c2C)ccc1N1CCOCC1	-4	0	20	-15	-4	1	-10	1.1	6
CNC(=O)/C(C#N)=C/c1c(N2CC(C)OC(C)C2)nc2ccccn2c1=O (configuration not stated)	-11	2	0.0	0	1	1.1	0	1	2
O=C(Nc1ccccc1)N1CCOCC1	11	0	0.4	3	2	0.89	-1	0.97	3
CC[N+]1=C(C)C(C)(C)c2cc(C)ccc21	-2	11	2.9	-2	-6	1	-1	1	9
Cc1cc(O)ccc1-c1cnc2ccccc2n1	3	-7	0.2	5	-3	0.97	4	0.95	-8
CSc1ncc(Cl)c(C(=O)Nc2nnc(SC/C=C/c3ccccc3)s2)n1	9	-5	7.1	10	-3	0.91	29	0.91	-3
CC(=O)N/N=C/c1cc2c(cc1[N+](=O)[O-])OCO2	-18	-7	-0.4	-5	-2	1.2	-13	1	5
CC1=NNC(=O)C1Cc1ccc(F)cc1 (configuration not stated)	14	-4	0.0	-8	0	0.86	-3	1.1	-1
C#CCOCCOCCOCCNc1nc(N2CCN(C(=O)[C@H](CCCCN)n3cc(CC(C)O)nn3)CC2)nc(N2CCN(C(=O)[C@H](CCCCN)n3cc(CC(C)O)nn3)CC2)n1 (some centres not stated)	-3	11	-0.9	7	-5	1	-13	0.93	3
Cc1ccc(NC2CC(=O)N(c3ccc(N4CCCCC4)cc3)C2=O)cc1 (configuration not stated)	-15	-3	0.0	12	-3	1.2	-7	0.88	-4
CCOc1ccc(C2C(C#N)=C(N)N(N(C)C)C3=C2C(=O)CCC3)cc1 (configuration not stated)	-4	-10	1.8	6	-6	1	-10	0.94	-3
COC(=O)NNC(=O)COc1ccc(Cl)cc1	14	0	-3.0	0	1	0.86	16	0.99	4

Looked up by structure from above (five):
SMILES	hIAP inh	APOBEC3G inh	MPTP block	mIAP inh	MIN6 prolif	hIAP activ	ATG4B inhibitor	mIAP act	APOBEC3A inh
Cc1ccc(C(=O)Nc2cccnc2)cc1NC(=O)c1ccco1	-3	-3	-0.7	4	-4	1	-15	0.96	-2
C=CCN1C(=O)C2C(C(=O)NC)C3C=CC2(O3)C1C(=O)NCc1ccc(OC)cc1 (configuration not stated)	1	-2	-2.4	7	-2	0.99	-4	0.93	-1
Cc1cc(C)cc(C(=O)Nc2ccc(NC(=O)c3cccs3)cc2)c1	5	-4	0.2	12	-2	0.95	-3	0.88	-2
CCOC1=NC(C(=O)O)c2ccccc2/C(=C(/C)Cl)N1 (configuration not stated)	4	-7	-7.2	8	0	0.96	2	0.92	-3
CC(=O)N/N=C/c1cc2c(cc1[N+](=O)[O-])OCO2	-18	-7	-0.4	-5	-2	1.2	-13	1	5

Other results follow:
SMILES	hIAP inh	APOBEC3G inh	MPTP block	mIAP inh	MIN6 prolif	hIAP activ	ATG4B inhibitor	mIAP act	APOBEC3A inh
CCOC(=O)CN(C)S(=O)(=O)c1ccc(-c2cc(C(=O)OC)sc2C(F)(F)F)cc1	-29	-1	12	10	-3	1.3	-1	0.9	-2
O=c1cnc2cc([N+](=O)[O-])ccc2[nH]1	-10	-7	1.3	2	1	1.1	-3	0.97	10
CCc1ccc2c(CN3CCN(S(=O)(=O)c4ccc5c(c4)OCCO5)CC3)cc(=O)oc2c1	-5	-2	2.6	-1	-2	1	-19	1	-1
Cc1ccc(N2CCN(C(=O)c3cccc([N+](=O)[O-])c3)CC2)cc1Cl	-6	-5	-2.1	2	-1	1.1	-5	0.98	-1
CCc1ccccc1S(=O)(=O)Cc1ccc(C(=O)N2CCN(c3ccccn3)CC2)o1	7	-2	-0.6	2	-3	0.93	-1	0.98	-3
O=C(CN1C(=O)c2ccccc2S1(=O)=O)NCCC1=CCCCC1	1	-4	2.1	2	-2	0.99	4	0.98	-4
O=C(/C=C/c1ccccc1Cl)NNC(=O)c1cccs1	-78	0	-1.8	4	0	1.8	-4	0.96	6
O=C(Nc1cccc(-n2cnnn2)c1)c1ccco1	0	0	0.1	2	1	1	-8	0.98	-1
CC(=O)c1ccc(N2CCN(C(=S)NCCCN(C)C)CC2)cc1	-10	-5	-1.7	-4	-2	1.1	1	1	-2
COc1cccc(NC(=O)COc2cccc3c2CCNC3=O)c1	2	-7	-3.5	-3	3	0.98	-11	1	0
COc1ccc(-c2cc(C(=O)Nc3ccc(F)cc3F)no2)cc1	-3	-3	3.6	-11	-2	1	-8	1.1	1
COc1ccc(CCNc2nnc(Sc3nnnn3-c3ccccc3)s2)cc1OC	2	2	5.5	-6	-5	0.98	-3	1.1	9
O=C(N/N=C\c1ccc([N+](=O)[O-])o1)C1COc2ccccc2O1 (configuration not stated)	-11	-5	4.2	31	-2	1.1	7	0.69	-2
Cc1ccc(CS(=O)(=O)Cc2ccc(C(=O)NCc3cccnc3)o2)cc1	14	10	1.1	-6	-1	0.86	4	1.1	4
CCNc1nc(SC(C)C(=O)Nc2ccccc2)nc(N2CCOCC2)n1 (configuration not stated)	6	-3	-1.3	-14	1	0.94	-3	1.1	-1
O=S(=O)(c1ccc(-c2ccccn2)s1)N1CCC2(CC1)OCCO2	0	-4	6.1	4	3	0.99	-1	0.96	-1
CCOC(=O)Cc1csc(SCC(=O)Nc2oc(C)c3c(C)n[nH]c(=O)c23)n1	-3	-2	-1.4	-1	-2	1	-2	1	1
Nc1ccc2c(C(F)(F)F)cc(C(F)(F)F)nc2n1	-19	-4	0.1	3	-2	1.2	-5	0.97	1

Assay outcomes: PubChem, Sanford-Burnham Center for Chemical Genomics
